# STAT1 blocker = STAT1 signaling inhibitors, primary screen, cell-based, HTS, luciferase reporter. NIH 3T3 STAT1-luciferase reporter, IFN-gamma, luminescence. inhibition, % at 5.5 µM. 200,000 tested, 0.35% active. AID 920, 2007;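 active = inhibition above a set limit, the mean inhibition across all tested compounds plus 3 SD, cut at about 34% in these data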;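 note: 0% = IFN-gamma with DMSO and 100% = IFN-gamma with 300 µM nifuroxazide; values of inactives mirror those of a sister screen read the other way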
# APP 5'UTR act = activators of APP 5'UTR luciferase reporter, primary screen, SH-SY5Y cells. AID 1276, 2008. 190,000 tested, 1% active. activation, % at 2 µM. SH-SY5Y APP 5'UTR luciferase reporter, luminescence; zero percent = DMSO vehicle wells;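 active = activation above a set limit, based on mean plus 3 SD of controls, cut at about 140% in these data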; note: values of inactives mirror those of a sister screen read the other way
# STAT3 act = IL-6 driven STAT3 reporter potentiators, primary screen, U3A cells, luciferase, luminescence, MLSCN library | IL-6 STAT3-luciferase reporter; 100% = signal with IL-6 EC80 alone | activation (% of control), % at 5.6 µM | 190,000 tested, 0.91% active;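 active = activation above the screen-wide mean of compound activation plus 3 SD, cut at about 130% in these data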;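 note: 0% = background luminescence of wells with medium and substrate only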
#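 Material: STAT3-luciferase reporter U3A cells. Controls: IL-6-treated wells, 100% activation. Read-out: % activation versus median of IL-6-stimulated wells. Probe or stimulus: IL-6 stimulus at 33 ng/mL final. Timing: compound 1 h, then IL-6 6 h at 37 °C. Signal: reporter luminescence signal.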
# STAT1 act = STAT1 signaling activators, primary screen, cell-based, HTS, luciferase reporter; AID 932, 2007; activation (% of control), % at 5.5 µM; NIH 3T3 STAT1-luciferase reporter, IFN-gamma, luminescence; 100% = IFN-gamma alone, no compound; 200,000 tested, 2.6% active;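 active = activation above the screen-wide mean activation plus 3 SD, cut at about 130% in these data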;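 note: raw ratio to IFN-gamma control signal so 100% means no change and 0% no light; values of inactives mirror those of a sister screen read the other way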
# Redox H2O2 prof = compounds producing H2O2 with reducing agent – biochemical, NIH compound library profiling, artefact control for MLSCN library redox annotation, primary screen | DTT-dependent redox cycling H2O2, phenol red/HRP absorbance; 100% = 100 µM peroxide control, 0% = buffer | activation, % at 10 µM | 200,000 tested, 0.03% active | AID 878, 2007;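 active = activation of at least 50% relative to the plate's high and low controls in the primary single-dose screen; inactive = activation below 50%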;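 note: compound incubated with DTT at 0.8 mM final as the reducing agent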
# NF-kB expr up = activators of NF-kB expression in neurons, primary screen, cell-based, HTS; 190,000 tested, 1.6% active; fold change at 12.5 µM; human neuronal cells, NF-kB reporter expression; active compounds read high; in the data active = fold change above about 3.3
# Efa HMGR inh = inhibitors of E. faecalis class II HMGR, primary screen, biochemical, Enterococcus faecalis | HMG-CoA reductase (Enterococcus faecalis, mvaE) | purified E. faecalis HMGR, NADPH absorbance 340 nm kinetic | inhibition, % at 10 µM | 190,000 tested, 0.41% active | AID 1066, 2008;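 active = inhibition above a set limit, the median over all tested compounds plus 3 SD, cut at about 9.5% in these data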;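 note: enzyme runs in reverse so mevalonate oxidation gives rising NADPH absorbance; 0% = complete reaction with DMSO and 100% = background rate lacking mevalonate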
# TLR4-MyD88 BLA = inhibitors of TLR4-MyD88 association in cells, primary screen, cell-based, HeLa CL3-4, BLA complementation, FRET ratio; Toll-like receptor 4 (Homo sapiens) + Myeloid differentiation primary response protein …; HeLa CL3-4 TLR4/MyD88 BLA complementation; inhibition, % at 8.4 µM; 200,000 tested, 0.18% active; AID 861, 2007; in the data active = inhibition above about 25%;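 note: 0% = vehicle and 100% = reference inhibitor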
# Target sequence (O00206 whole entry, looked up): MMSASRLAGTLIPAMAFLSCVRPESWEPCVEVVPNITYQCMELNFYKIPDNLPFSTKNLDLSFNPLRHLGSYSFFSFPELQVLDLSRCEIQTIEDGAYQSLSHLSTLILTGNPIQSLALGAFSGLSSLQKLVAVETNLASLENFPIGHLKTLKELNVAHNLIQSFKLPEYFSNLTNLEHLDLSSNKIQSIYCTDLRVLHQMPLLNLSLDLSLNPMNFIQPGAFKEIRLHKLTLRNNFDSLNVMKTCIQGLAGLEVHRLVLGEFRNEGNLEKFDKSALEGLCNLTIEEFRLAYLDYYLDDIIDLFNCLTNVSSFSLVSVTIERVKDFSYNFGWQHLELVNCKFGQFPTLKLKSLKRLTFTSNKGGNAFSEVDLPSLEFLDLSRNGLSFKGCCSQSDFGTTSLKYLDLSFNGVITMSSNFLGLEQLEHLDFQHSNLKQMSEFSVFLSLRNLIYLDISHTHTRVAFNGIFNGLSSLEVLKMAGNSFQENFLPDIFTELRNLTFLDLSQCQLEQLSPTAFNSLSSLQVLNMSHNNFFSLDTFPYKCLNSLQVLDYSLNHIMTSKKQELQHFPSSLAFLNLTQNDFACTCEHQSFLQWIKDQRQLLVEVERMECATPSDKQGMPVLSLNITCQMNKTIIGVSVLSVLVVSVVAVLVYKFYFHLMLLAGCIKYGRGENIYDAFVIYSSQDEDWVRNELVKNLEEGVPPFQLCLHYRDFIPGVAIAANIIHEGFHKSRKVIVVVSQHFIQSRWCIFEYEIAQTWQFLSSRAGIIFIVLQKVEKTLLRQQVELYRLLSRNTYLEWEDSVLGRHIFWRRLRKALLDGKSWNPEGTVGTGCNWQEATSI
# Target sequence (Q99836 whole entry, looked up): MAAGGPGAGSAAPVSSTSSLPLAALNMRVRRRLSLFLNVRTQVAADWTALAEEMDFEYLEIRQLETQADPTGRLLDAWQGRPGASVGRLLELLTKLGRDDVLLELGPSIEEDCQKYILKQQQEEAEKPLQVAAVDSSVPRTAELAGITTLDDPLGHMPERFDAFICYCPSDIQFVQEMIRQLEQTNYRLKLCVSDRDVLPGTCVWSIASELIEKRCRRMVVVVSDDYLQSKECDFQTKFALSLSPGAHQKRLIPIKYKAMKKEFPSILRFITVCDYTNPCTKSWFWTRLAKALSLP
# STAT3 blocker = IL-6 driven STAT3 reporter inhibitors, primary screen, U3A cells, luciferase, luminescence, MLSCN library; inhibition, % at 5.5 µM; IL-6 STAT3-luciferase reporter; host cell line lacks STAT1; 190,000 tested, 0.89% active;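 active = inhibition above the mean inhibition across all screened compounds plus 3 SD, cut at about 44% in these data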;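 note: 0% = DMSO only wells and 100% = 100 µM nifuroxazide control wells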
# Hsp70 activator = Hsp70 transcriptional activators, primary screen, cell-based, HeLa, Hsp70 promoter luciferase, luminescence, 10 µM; 200,000 tested, 0.04% active; HeLa Hsp70 promoter luciferase reporter; scaled: vehicle 0, proteasome-inhibitor control 100%; activation, % at 10 µM; AID 1203, 2008;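 active = activation above the mean across all tested compounds plus 3 SD, cutoff set per campaign, cut at about 5.5% in these data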;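 note: 100% = MG132 at 30 µM as the positive control and 0% = DMSO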
# The depositor's hits bear a star; / = not tested or not shown.
SMILES,STAT1 blocker,APP 5'UTR act,STAT3 act,STAT1 act,Redox H2O2 prof,NF-kB expr up,Efa HMGR inh,TLR4-MyD88 BLA,STAT3 blocker,Hsp70 activator
COc1ccc(C2C(C(=O)Nc3cccc(C)n3)c3ccccc3C(=O)N2C)cc1 (configuration not stated),9,8,99,91,-0.6,0.85,-4,-8,4,-0.2
O=C(O)c1cn(Cc2ccccn2)c(=O)c2ccccc12,-10,152*,107,109,-1.8,0.94,-8,4,-6,0.0
COC(=O)c1ccccc1NC(=O)Cn1c(-c2nonc2N)nc2ccccc21,-4,-95,117,107,2.2,0.88,-3,4,-18,0.0
COc1ccc(-n2c(C)cc(C(=O)CSc3nnc(-c4cccs4)o3)c2C)cc1,14,-1,80,86,0.3,0.93,2,-10,29,-0.2
CCO[C@@H]1OC(C(=O)Nc2ccccc2)=C[C@H](c2ccc(Br)cc2)[C@H]1CCCO,-4,1,/,105,-0.2,1.4,-1,4,/,0.0
CC(C)c1ccc(N(CC(=O)NCCSC(C)(C)C)S(C)(=O)=O)cc1,-7,0,112,107,-0.3,1.5,-5,11,-11,-0.2
CCCC(=O)c1ccc(N2CCN(S(=O)(=O)c3ccccc3)CC2)c(F)c1,1,-7,100,99,0.0,1.3,-12,-9,5,-0.3
O=C(NCCCn1ccnc1)c1cnn2c1NC(c1ccccc1)CC2C(F)(F)F (configuration not stated),2,11,93,94,0.3,0.98,0,14,11,0.5
Cc1ccc2nc(SCC(=O)c3cc(C)n(C)c3C)[nH]c2c1,-1,5,84,101,0.4,3.4*,-4,-10,23,-0.1
CN(C)c1ccc(C(CNS(=O)(=O)c2ccc3ccccc3c2)c2c[nH]c3ccccc23)cc1 (configuration not stated),-6,-10,130,105,0.7,0.92,2,-17,-40,0.1
O=C(CCC(=O)c1cccs1)OCC(=O)N1CCN(C(=O)c2ccco2)CC1,-3,12,97,103,-0.5,1.1,-2,0,6,-0.1
COc1ccc(OC)c(S(=O)(=O)Nc2ccc(F)cc2)c1,-2,-19,99,102,0.3,1.1,1,5,2,-0.1
CC(=O)c1ccc(NC(=S)Nc2ccc3cn[nH]c3c2)cc1,-11,6,86,109,0.2,1.1,-10,-8,24,-0.1
COc1cccc(CNC(=O)c2cccc(Br)c2)c1,4,5,100,96,/,0.93,2,-1,0,-0.3
CC(C)(C)Cc1nnc(NS(C)(=O)=O)s1,-3,-5,96,102,-0.7,/,/,-21,8,-0.4
CC(C)(CNS(=O)(=O)c1ccc2c(c1)OCCO2)N1CCOCC1,-5,7,100,103,0.0,1.2,1,-5,1,-0.1
O=C(CC1(O)C(=O)N(Cc2ccc3c(c2)OCO3)c2ccccc21)c1ccccc1 (configuration not stated),3,-10,103,97,-0.2,3.1,-4,0,7,-0.3
CCOc1ccc2cc(C#N)c(SCC(=O)N3CCOCC3)nc2c1,-12,110,92,111,-4.1,2.4,2,-1,9,0.2
O=c1[nH]c2cc([N+](=O)[O-])c([N+](=O)[O-])cc2[nH]c1=O,-8,-7,103,105,-0.6,1.2,-5,-3,0,0.0
Cc1cc(C(=O)Nc2ccccc2C#N)n(-c2ccccc2)n1,0,-8,105,100,-0.5,0.88,-6,-2,0,-0.1
O=C(NCC1CCCO1)C(C(=O)c1ccc(F)cc1)n1ccccc1=O (configuration not stated),0,-1,105,100,3.5,1.1,-4,1,-3,-0.1
Cc1csc(NC(=O)CSc2nnc(Cn3c(=O)sc4ccccc43)n2-c2ccccc2)n1,1,-6,107,99,0.1,0.98,2,-1,1,0.1
O=S(=O)(NCc1ccccc1)NCc1cccc(C(F)(F)F)c1,5,23,102,94,-1.7,1.3,-1,-19,5,-0.4
CCc1nc2sc3c(=O)n(N)cnc3c2c2c1COC(C)(C)C2,5,9,99,95,0.3,1.2,-3,-14,-4,-0.4
CCOc1c(Cl)cc(/C=N/NC(N)=S)cc1OC,-9,16,83,108,-0.4,1.3,3,-9,19,-0.3
CN1CCN(C(=O)Nc2ccccc2)CC1,0,8,104,100,0.4,1.1,-3,8,1,1.0
O=C1O/C(=C\C(=O)N2CCOCC2)c2ccccc21,-2,5,103,102,0.0,1.5,-6,4,2,-0.3
CCOC(=O)c1c(C)[nH]c(N=Nc2ccc(C)cc2)c1C,-58,141*,98,154*,0.2,4.1*,-2,-2,7,0.7
Cc1ccc2c(c1)CCCN2C(=O)c1ccncc1,-3,3,104,102,0.6,1.3,-3,3,-4,-0.5
O=C1c2ccccc2C(=O)C1(CO)c1ccccc1,-22,-15,104,119,-2.0,1.4,-2,-1,-3,0.2
Cc1ccc(S(=O)(=O)/N=C2/C=C(Sc3ncn[nH]3)C(=O)c3ccccc32)c(C)c1,4,-65,142*,96,83*,0.4,13*,-7,-55,-0.1
CN1CCc2c(n(CC(O)CNCc3ccccc3)c3ccccc23)C1=O (configuration not stated),4,12,99,94,-2.1,1.1,-1,6,5,-0.3
CCOc1ccc(-n2c(C)cc(C(=O)CCl)c2C)cc1,16,-27,102,84,-0.1,2.9,0,20,2,-0.2
CCc1ccccc1S(=O)(=O)Cc1ccc(C(=O)N2CCN(c3ccccc3OC)CC2)o1,0,16,99,100,0.3,0.36,-6,-12,10,-0.1
CC1=NC(C)(C)Cc2cc(C)c(C)cc21,-1,-6,98,99,-0.1,1.1,-8,2,10,0.0
COc1ccc(NC(=O)CN2CCN(S(=O)(=O)c3ccc(C(C)C)cc3)CC2)cc1OC,3,1,92,98,-1.6,1.4,2,-3,14,-0.2
CCN1CCN(C(=O)c2ccc(CSc3ccc(C)cc3)cc2)CC1,4,1,98,97,-3.8,1,-2,0,7,-0.3
Cc1cc(NC(=S)NC(=O)CC(C)C)ccc1Br,-31,17,103,128,-3.6,1.5,-1,-13,2,0.1
CC(=O)CCc1c[nH]c2c(C(=O)O)cccc12,5,0,99,95,1.7,1.2,-5,2,2,-0.4
CC(NC(=O)Nc1nnc(C(F)(F)F)s1)(C(F)(F)F)C(F)(F)F,62*,-1,31,43,0.0,0.49,-4,1,82*,0.0
CCN(CC(=O)Nc1ccc(N2CCOCC2)cc1)C(=O)c1ccc(C#N)cc1,-7,1,98,106,-0.5,1.2,-6,6,8,-0.1
CCn1c(=O)cc(SCC(=O)N2CCN(C3CCCCC3)CC2)c2ccccc21,18,-7,85,84,1.9,1.5,0,3,22,0.0
CCn1c(=O)c2cc(C(=O)N3CCCC3)sc2c2ccccc21,56*,25,/,48,-0.6,0.77,-4,-8,/,-0.3
Cc1ccc(NC(=O)CSc2ncccn2)c([N+](=O)[O-])c1,2,22,89,100,-0.7,1.9,0,2,18,0.1
O=C(/C=C/c1cccc(F)c1)Nc1cc(S(=O)(=O)N2CCOCC2)ccc1N1CCCC1,7,-4,104,94,-0.1,0.8,1,7,0,-0.4
COc1ccc(C(=O)N2CCC(C(=O)c3ccc(F)cc3)CC2)cc1,3,8,87,97,1.0,1.1,1,22,19,-0.3
O=C(CSc1nc2ccccc2[nH]1)N1c2ccccc2Sc2ccccc21,3,11,94,98,0.6,0.87,4,-11,4,0.0
Cn1cnc([N+](=O)[O-])c1Nc1ccccc1O,3,6,99,94,0.6,1,-4,5,5,0.1
CSc1cnc2c(=O)[nH]c(=O)n(C)c2n1,7,6,101,95,-0.6,1.3,-3,5,-4,-0.3
COC(=O)COc1ccc(S(=O)(=O)NCc2cccnc2)cc1,-2,3,102,102,1.0,1.1,-4,-14,1,-0.2
O=S(=O)(Nc1nc2ccccc2nc1NCC1CCCO1)c1cccs1 (configuration not stated),-10,-3,109,109,1.5,1,-3,2,-8,-0.1
CCOC(=O)C(C)Oc1ccc(OCc2ccccc2)cc1 (configuration not stated),7,-3,98,93,-0.5,1.2,0,11,6,-0.2
COc1cc(O)sc1C=Nc1ccc(Cl)cc1,-35,34,119,132*,-2.6,2,-4,-2,-20,-0.1
Cn1c(=O)[nH]c(=O)c2c1nc(N1CCCCCC1)n2CCCSc1nc2ccccc2o1,3,11,111,98,1.9,0.67,-3,-5,-9,-0.2
CCOc1ncccc1C(=O)OCC(=O)NCCc1ccccc1,0,14,106,100,0.6,1,3,13,-7,0.2
COc1cc(S(=O)(=O)N(Cc2ccccc2)Cc2ccccn2)ccc1-n1cnnn1,-5,/,97,102,1.7,1.2,-4,1,6,0.2
CS(=O)(=O)c1ccc(Cl)c(C(=O)O)c1,5,9,100,95,-0.7,1,-6,-8,5,0.0
Cc1ccc(C(=O)c2cn[nH]c2-c2ccccc2O)cc1,1,14,107,99,-4.2,1,4,4,-7,-0.1
COc1ccc(C2C3=C(CCCC3=O)Nc3nc(SCc4ccc(C(=O)O)cc4)nn32)cc1OC (configuration not stated),-6,-4,95,106,-0.7,1.3,-4,-10,11,-0.2
CCCOc1ccc(N2C(=O)CC(N3CCN(CCN=CC4=C(O)CC(C)(C)CC4=O)CC3)C2=O)cc1 (configuration not stated),4,2,101,97,0.3,1.1,-5,-4,1,-0.3

# Three of these compounds in another layout.
# Values run as follows: STAT1 blocker | APP 5'UTR act | STAT3 act | STAT1 act | Redox H2O2 prof | NF-kB expr up | Efa HMGR inh | TLR4-MyD88 BLA | STAT3 blocker | Hsp70 activator
CCN(CC(=O)Nc1ccc(N2CCOCC2)cc1)C(=O)c1ccc(C#N)cc1
    -7 | 1 | 98 | 106 | -0.5 | 1.2 | -6 | 6 | 8 | -0.1
CCn1c(=O)cc(SCC(=O)N2CCN(C3CCCCC3)CC2)c2ccccc21
    18 | -7 | 85 | 84 | 1.9 | 1.5 | 0 | 3 | 22 | 0.0
CCn1c(=O)c2cc(C(=O)N3CCCC3)sc2c2ccccc21
    56* | 25 | / | 48 | -0.6 | 0.77 | -4 | -8 | / | -0.3

# Continued.
SMILES,STAT1 blocker,APP 5'UTR act,STAT3 act,STAT1 act,Redox H2O2 prof,NF-kB expr up,Efa HMGR inh,TLR4-MyD88 BLA,STAT3 blocker,Hsp70 activator
Cc1cc(Oc2ccc(C#N)cc2)nc(N2CCOCC2)n1,10,3,112,91,1.0,1.1,0,2,-10,-0.1
COC(=O)C1(C(F)(F)F)N=C(C(F)(F)F)Nc2ccc(Cl)cc21 (configuration not stated),7,-17,99,94,0.0,1.1,2,-6,5,-0.6
C=CCc1cccc2cc(C(=O)NC3=C(C#N)CCC3)c(=O)oc12,4,-1,87,96,3.1,1.2,-4,-7,21,-0.7
Cc1cc(NC(=O)CSc2nncn2-c2ccccc2)no1,-7,-2,105,105,-0.2,1.3,-5,-9,4,0.2
NC(=O)C1CCCN(C(=O)Nc2cccc3ccccc23)C1 (configuration not stated),4,7,105,97,0.4,1,1,0,-2,-0.1
N/C(=N\OC(=O)COc1ccccc1Cl)c1ccccn1,-88,201*,103,178*,0.2,7.3*,1,1,-2,-0.2

# From PubChem BioAssay
